# Source: PubChem BioAssay
# Rac1 GTP hydrolysis – MgcRacGAP GTPase-activating activity inhibitors, confirmation, biochemical, ADP Hunter fluorescence | MgcRacGAP-stimulated Rac1 GTP hydrolysis, ADP Hunter fluorescence; higher % means a stronger effect; GST-tagged Rac1 F28L mutant substrate | hit rate 0.6% among 340,000 | inhibition, % at 30 µM; hits with a dose series show IC50 in µM;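 active = first-screen hits whose inhibition reached a set limit at any dose in the follow-up dose series; inconclusive = inhibition above the set first-screen limit but never retested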;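 also: fluorescence reports GDP produced by GAP-driven GTP hydrolysis; strong numbers were not always called active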
# SIAH1 antagonists – Siah-1 peptide-binding antagonists, primary screen, biochemical, fluorescence polarization, rhodamine-plectin, uHTS (AID 1817) | displacement, % at 20 µM; hits with a dose series show IC50 in µM | hit rate 0.02% among 290,000 | Siah-1 / rhodamine-plectin peptide fluorescence polarization; higher % means a stronger effect;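 active = displacement of at least 50% at 20 µM, with a fluorescence ratio check between 0.3 and a set limit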;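 also: plate controls were Siah plus tracer with DMSO for no effect and tracer alone without Siah for full effect; strong numbers were not always called active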
# NS5 inhibitors – Dengue-2 NS5 methyltransferase inhibitors, primary screen, biochemical, confirmation dose response (AID 588689). Dengue-2 NS5 methyltransferase capping enzyme assay, biochemical; higher % means a stronger effect. one-dose inhibition, % at 25 µM; IC50 in µM for titrated hits. hit rate 0.3% among 340,000; in the data active = a potency from the dose series; inconclusive = inhibition above about 29% without an active follow-up result
# RSV CPE inhibition – RSV antiviral activity via CPE protection, HEp-2 cells, primary 10 µM value included (AID 2391); one-dose CPE inhibition, % at 10 µM; IC50 in µM for titrated hits; HEp-2 cells, RSV-induced CPE inhibition; higher % means a stronger effect; hit rate 0.13% among 310,000; in the data active = a potency from the dose series; inconclusive = CPE inhibition mostly from about 23% at the one dose, without a potency; inactive = the rest, 99 in 100 with CPE inhibition below about 21%; also: strong numbers were not always called active
# AID2073 – disruptors of CaV2.2 binding to Mint1 – biochemical, HTRF (AID 2073). hit rate 0.19% among 290,000. inhibition, % at 20 µM, or IC50 in µM where a hit was titrated. HTRF protein-protein interaction, Mint1-CaV2.2; higher % means a stronger effect; in the data active = inhibition mostly above about 51%, no sharp cut-off; inconclusive = no clear call, values can overlap the other calls; inactive = mostly below about 53%; also: some results filed as inactive read as strong as hits
# HIV fusion peptide – inhibitors of HIV fusion peptide binding, primary screen, biochemical, uHTS, fluorescence dequenching (AID 1986). cell-free peptide binding, fluorescence dequenching, 30 min; higher % means a stronger effect. one-dose inhibition, % at 20 µM; IC50 in µM for titrated hits. hit rate 0.3% among 290,000; in the data active = inhibition mostly above about 52%, no sharp cut-off; inactive = mostly below about 76%; also: some results filed as inactive read as strong as hits
# Large T inhibition – TAg ATPase/helicase activity blockers – biochemical (AID 1903); SV40 large T antigen ATPase/helicase inhibition assay; higher % means a stronger effect; hit rate 0.39% among 310,000; inhibition, % at 20 µM, or IC50 in µM where a hit was titrated; in the data active = a potency from the dose series; inconclusive = inhibition mostly from about 32% at the one dose, without a potency; inactive = the rest, 99 in 100 with inhibition below about 32%; also: strong numbers were not always called active
# XIAP displacement – small molecules displacing peptide from XIAP – biochemical, IAP family, fluorescence polarization (AID 1018) | XIAP BIR domain, fluorescence polarization peptide displacement; higher % means a stronger effect | hit rate 0.007% among 200,000 | one-dose displacement, % at 20 µM; IC50 in µM for titrated hits; in the data active = displacement above about 50%; also: a part of the inactive calls stands beside numbers as strong as those of hits
# LYP inhibition – inhibitors of LYP phosphatase, biochemical, fluorescence intensity, uHTS (AID 1779); recombinant LYP phosphatase, fluorescence intensity; higher % means a stronger effect; one-dose inhibition, % at 11.5 µM; IC50 in µM for titrated hits; hit rate 0.054% among 290,000; in the data active = inhibition above about 50%;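 also: plate controls were vehicle with enzyme for no effect and no enzyme for full effect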
# NS5 inhibitors pilot replicate – recorded beside NS5 inhibitors, whose call it bears; inhibition, %; measured here: pilot screen replicate inhibition
# * hit, by the source's call; ? = inconclusive; / = not tested or not shown.
SMILES,Rac1 GTP hydrolysis,SIAH1 antagonists,NS5 inhibitors,RSV CPE inhibition,AID2073,HIV fusion peptide,Large T inhibition,XIAP displacement,LYP inhibition,others
Cc1ccc(C(=O)Cn2c(C(=O)/C=C/c3ccccc3)nc3ccccc32)cc1,8%,-7%,-4%,1.3%,16%,1.1%,14%,-3.8%,4%,
CC1CCN(CCCCOc2ccccc2F)CC1,?,5%,-1%,-0.8%,2%,2.8%,26%,/,-8%,
COC(=O)c1ccccc1NC(NC(=O)c1ccco1)C(=O)c1ccccc1 (configuration not stated),9%,0%,-7%,1.0%,1%,-1.7%,6%,-2.5%,0%,
O=C(O)c1ccc(CSCc2ccccc2Cl)o1,8%,-1%,-2%,0.4%,3%,1.0%,23%,/,-5%,
O=C1c2ccccc2S(=O)(=O)c2cc(N3CCOCC3)ccc21,7%,/,-29%,-4.2%,/,/,12%,/,/,
COc1ccc(C(=O)NC(=S)N2CC(C)OC(C)C2)cc1 (configuration not stated),7%,1%,4%,-0.1%,-25%,0.8%,19%,-0.1%,-3%,
O=c1[nH]c(CN2CCN(c3ccc(O)cc3)CC2)nc2scc(-c3ccc(Cl)cc3)c12,?,-3%,-1%,6.2%,20%,-1.2%,?,-4.4%,-1%,
COc1ccc(Br)cc1C(=O)Nc1ccc(N2CCN(S(C)(=O)=O)CC2)cc1,3%,3%,3%,2.8%,-7%,-1.0%,2%,-18%,-6%,
COc1ccc(-c2cn[nH]c2-c2ccc(OCC(=O)NN)cc2O)cc1OC,/,0%,-9%,2.0%,2%,-2.3%,1%,/,-9%,
CCCCN1C(=O)C(O)=C(C(C)=O)C1c1ccccc1[N+](=O)[O-] (configuration not stated),5%,-1%,2%,2.7%,12%,-0.9%,25%,-9.8%,-8%,
O=[N+]([O-])c1ccccc1S(=O)(=O)c1ccccc1[N+](=O)[O-],2%,1%,-10%,2.2%,10%,-2.6%,26%,/,-6%,
CON(c1nc(Cl)nc(N(C)C)n1)S(=O)(=O)c1ccc(C)cc1,6%,0%,-2%,0.7%,2%,1.1%,5%,/,-4%,
Cc1c(C(=O)OCC(C)(C)CN(C)C)oc2ccccc12,3%,1%,-11%,2.0%,-3%,-0.3%,1%,0.7%,1%,
O=C(C1CC(=O)N(c2ccc(Cl)cc2)C1)N1CCC(c2nc3ccccc3[nH]2)CC1 (configuration not stated),3%,/,-1%,-0.8%,/,/,15%,/,/,
O=C(CSCc1ccco1)c1cccs1,19%,-2%,26%,0.8%,4%,-0.1%,9%,-1.4%,0%,
O=C(CSc1nnnn1-c1ccc(O)cc1)Nc1ccc(N2CCOCC2)c(Cl)c1,11%,-2%,-12%,-1.3%,5%,-0.6%,10%,-3.4%,-5%,
CCOc1ccc(C(=O)N2CCSC2=S)cc1,6%,-4%,-1%,0.9%,2%,0.3%,13%,-3.0%,-6%,
COC(=O)C1=C(C)N(c2cc(C)cc(C)c2)/C(=C/c2ccc(O)cc2)C1=O,0%,8%,-11%,62%,2%,0.0%,27%,-4.7%,-3%,
COc1ccc(C2c3sc(=O)[nH]c3SCC2C(N)=O)cc1 (configuration not stated),3%,18%,2%,-0.2%,-8%,1.3%,13%,/,-9%,
CCc1ccc(C(=O)N/N=C/c2cccc3ccccc23)nc1,1%,-2%,-8%,4.6%,6%,-2.5%,21%,-1.0%,-3%,
CN(Cc1nccn1C)C(=O)c1ccc(OC2CCN(CCc3ccccc3)CC2)cc1,10%,6%,-5%,-0.6%,4%,-0.5%,14%,/,-6%,
COc1ccc(C(=O)NC2CC3CCCC(C2)N3CC(C)C)cc1 (configuration not stated),0%,4%,5%,0.7%,-5%,2.1%,13%,/,-12%,
NC(=O)CC[C@H](NC(=O)[C@H](Cc1ccccc1)n1c(=O)[nH]c2ccccc2c1=O)C(=O)N1CCC[C@H]1C(=O)O,-1%,1%,-2%,1.8%,4%,9.9%,6%,/,2%,
O=C(NN1C(=O)/C(=C\c2cccnc2)SC1=S)c1ccco1,14%,-3%,-6%,-0.8%,6%,3.3%,13%,-5.5%,-1%,
COc1cccc(-c2nnc3sc(-c4ccc(C)cc4)nn23)c1,/,-1%,/,-1.6%,5%,-2.2%,2%,-3.8%,-5%,

# The list continues:
SMILES,Rac1 GTP hydrolysis,SIAH1 antagonists,NS5 inhibitors,RSV CPE inhibition,AID2073,HIV fusion peptide,Large T inhibition,XIAP displacement,LYP inhibition,others
COc1ccc(C(=O)N2N=C(c3ccc(NS(C)(=O)=O)cc3)CC2c2cccs2)cc1 (configuration not stated),8%,2%,7%,14%,2%,2.6%,4%,/,0%,
CCC(Sc1nc(N)c(NC(=O)c2ccco2)c(=O)[nH]1)C(=O)O (configuration not stated),7%,14%,5%,2.0%,-1%,-0.8%,6%,/,-11%,
COc1ccccc1OCCCCN1CCN(c2ccccc2OC)CC1,21%,6%,-2%,-1.4%,?,0.1%,8%,-6.9%,-10%,
Nc1nonc1-n1nnc(C(=O)N/N=C/c2c(Cl)cccc2Cl)c1CN1CCOCC1,5%,4%,-11%,-0.1%,1%,-1.2%,-2%,/,-6%,
Cc1[nH]c(C)c2c(=O)[nH]ncc12,12%,0%,-4%,/,7%,-1.6%,5%,/,-6%,
COC(=O)c1c(NC(=O)COC(=O)c2ccc(Cl)nc2)sc(C)c1C,2%,/,0%,0.0%,/,/,14%,/,/,
CCOC(=O)C1=C(COC(=O)c2ccc(C)s2)NC(=O)NC1C (configuration not stated),7%,/,-7%,-0.2%,/,/,9%,/,/,
CCN1CC(CN(C)Cc2nc(-c3ccc(C(F)(F)F)cc3)oc2C)CC1=O (configuration not stated),4%,-2%,-3%,0.7%,8%,-0.8%,3%,-8.8%,-8%,
COCC1CCCCN1Cc1cn[nH]c1-c1ccc2cc(OC)ccc2c1 (configuration not stated),1%,1%,-6%,-0.3%,4%,0.9%,12%,-5.1%,-6%,
CCc1nnc(SCC(=O)Nc2ccccc2)nc1CC,5%,2%,-3%,-0.3%,-7%,-3.2%,16%,-8.4%,-6%,
Cc1ccc(NC(=O)N2CCCN(C(=O)OC(C)(C)C)CC2)cc1Cl,7%,3%,7%,2.4%,5%,-1.0%,6%,/,-1%,
CC(C)/C=N/NC(=O)c1cc(Br)ccc1O,3%,27%,1%,3.2%,15%,7.1%,6%,12%,-4%,
O=C(OCCNc1ccc(C(F)(F)F)cc1[N+](=O)[O-])c1cc2ccccc2oc1=O,4%,1%,-1%,15%,0%,51%,5%,/,-5%,
CC(=O)N1CCC(N(CCN2CCOCC2)C(=S)Nc2ccc(C)cc2C)CC1,6%,-2%,4%,-0.2%,2%,-1.5%,17%,4.0%,-8%,
O=C(CCl)NNC(=O)c1c(O)c2ccccc2[nH]c1=O,4%,-7%,3%,0.4%,-4%,7.7%,7%,/,-9%,
COc1ccccc1C(=O)C1CCCN(C(=O)c2cccc(-n3cccn3)c2)C1 (configuration not stated),11%,9%,8%,2.7%,-7%,-1.0%,12%,-3.1%,-1%,
COc1ccc(OC)c(NC(=O)Cn2c(=O)n(CC3CCCO3)c(=O)c3cc(OC)c(OC)cc32)c1 (configuration not stated),2%,-5%,-1%,0.8%,4%,-1.4%,/,/,-7%,
Cc1onc(-c2c(F)cccc2Cl)c1C(=O)Nc1cccc2nsnc12,4%,8%,1%,-0.2%,3%,0.3%,3%,1.1%,-7%,NS5 inhibitors pilot replicate=-0.8
CCCCn1nc2cc(C(=O)NC3CCCc4ccccc43)ccc2c1OCC (configuration not stated),0%,2%,-6%,7.6%,10%,0.1%,13%,-1.2%,-6%,
Cc1ccc(S(=O)(=O)NCC(C)NC(=O)CN2CCOCC2)cc1 (configuration not stated),4%,6%,-12%,2.5%,-6%,-0.7%,4%,/,-9%,
N#Cc1ccc(OCC(=O)OCC(=O)Nc2cc(C(F)(F)F)ccc2N2CCOCC2)cc1,12%,5%,-15%,3.3%,-4%,-1.3%,0%,-0.8%,-5%,
Cn1cc(/C(Cc2ccccc2)=N\O)c2ccccc21,12%,0%,2%,2.2%,-3%,0.3%,13%,-2.5%,-1%,
O=c1c2ccccc2nc2n1CC/C2=C/N1CCN(c2cccc(C(F)(F)F)c2)CC1,9%,3%,24%,0.4%,8%,-0.6%,20%,-1.0%,-4%,
COc1ccccc1NC(=O)c1ccc(NC(=O)COC(=O)C(C)C)cc1,8%,1%,-2%,2.7%,0%,-1.9%,2%,-4.3%,-4%,
NC(=O)c1cc[n+](Cc2ccccc2Cl)cc1,4%,8%,-4%,1.4%,6%,1.3%,10%,/,-6%,NS5 inhibitors pilot replicate=-2.1

# (further entries)
SMILES,Rac1 GTP hydrolysis,SIAH1 antagonists,NS5 inhibitors,RSV CPE inhibition,AID2073,HIV fusion peptide,Large T inhibition,XIAP displacement,LYP inhibition,others
O=C(CCCC(=O)NCc1ccc(F)cc1)NCc1ccc(F)cc1,1%,3%,-4%,1.7%,0%,1.9%,1%,-3.6%,-6%,
CCOC(=O)c1sc(NC(=O)CSc2nncs2)c(C(=O)OCC)c1C,1%,-3%,/,5.1%,11%,10%,12%,-7.2%,-6%,
O=C(NCC(=O)N1CCCCCC1)c1ccc(Br)cc1,10%,3%,6%,1.2%,7%,1.0%,8%,/,-10%,
COc1ccc(CC(NC(C)=O)C(=O)NC2CCN(c3c(Cc4ccccc4)c(C)nc4ncnn34)CC2)cc1OC (configuration not stated),/,2%,/,1.6%,2%,-1.9%,5%,-4.7%,-4%,
O=C(Cc1n[nH]c(=O)c2ccccc12)Nc1ccc(-c2nnc3n2CCCCC3)cc1,7%,3%,-5%,0.2%,40%,0.3%,-2%,-4.7%,0%,
OCCCn1c(C2CCCN2c2nc(-c3ccc(F)cc3)cs2)nc2cc(Cl)c(Cl)cc21 (configuration not stated),6%,/,-9%,3.5%,/,/,11%,/,/,
COc1ccc(NC(=O)c2cc3cc(OC)ccc3oc2=O)cc1,7%,/,-2%,1.1%,/,/,20%,/,/,
COc1ccc(OC)c(CN2CCN(C(=O)c3ccco3)CC2)c1,3%,2%,/,0.8%,-7%,-0.3%,9%,/,-9%,

# Quoted at random: 3 records from the list
SMILES,Rac1 GTP hydrolysis,SIAH1 antagonists,NS5 inhibitors,RSV CPE inhibition,AID2073,HIV fusion peptide,Large T inhibition,XIAP displacement,LYP inhibition,others
O=C(Cc1n[nH]c(=O)c2ccccc12)Nc1ccc(-c2nnc3n2CCCCC3)cc1,7%,3%,-5%,0.2%,40%,0.3%,-2%,-4.7%,0%,
CCOC(=O)c1sc(NC(=O)CSc2nncs2)c(C(=O)OCC)c1C,1%,-3%,/,5.1%,11%,10%,12%,-7.2%,-6%,
COc1ccc(OC)c(CN2CCN(C(=O)c3ccco3)CC2)c1,3%,2%,/,0.8%,-7%,-0.3%,9%,/,-9%,
